Mac1 fbg enh – enhancers of human CD11b/CD18 binding to fibrinogen; AID 1499; K562 CD11b/CD18 adhesion to fibrinogen, ATPlite luminescence; 0.07% of 93,000 active; P05107+P11215; activation, % at 10 µM;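 active means 10 µM primary screen giving 50% or more activity, confirmed by 40% or more on retest at that dose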; further: strong numbers were not always called active
Target sequence (P05107 whole entry, looked up, other chains not shown): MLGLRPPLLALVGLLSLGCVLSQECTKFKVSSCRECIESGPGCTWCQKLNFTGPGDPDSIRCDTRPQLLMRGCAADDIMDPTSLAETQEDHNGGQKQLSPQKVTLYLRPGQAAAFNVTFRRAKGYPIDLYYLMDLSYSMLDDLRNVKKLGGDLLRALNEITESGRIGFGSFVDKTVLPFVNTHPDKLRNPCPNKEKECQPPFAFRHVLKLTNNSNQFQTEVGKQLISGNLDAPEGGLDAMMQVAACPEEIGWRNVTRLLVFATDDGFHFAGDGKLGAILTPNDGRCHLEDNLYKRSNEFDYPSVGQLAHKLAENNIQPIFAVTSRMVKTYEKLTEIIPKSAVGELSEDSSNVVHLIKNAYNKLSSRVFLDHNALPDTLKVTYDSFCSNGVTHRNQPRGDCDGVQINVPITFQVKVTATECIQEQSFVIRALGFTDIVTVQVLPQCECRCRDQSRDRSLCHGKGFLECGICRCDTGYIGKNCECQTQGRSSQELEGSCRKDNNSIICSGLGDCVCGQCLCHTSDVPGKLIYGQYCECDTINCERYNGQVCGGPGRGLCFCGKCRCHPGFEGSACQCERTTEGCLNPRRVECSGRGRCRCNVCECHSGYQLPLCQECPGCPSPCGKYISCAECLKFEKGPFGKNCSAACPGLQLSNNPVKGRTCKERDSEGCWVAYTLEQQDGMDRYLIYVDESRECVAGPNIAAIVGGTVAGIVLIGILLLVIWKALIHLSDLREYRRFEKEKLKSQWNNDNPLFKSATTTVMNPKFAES
Fibroblast inh – blocks proliferation of human lung fibroblasts; LL 47 human lung fibroblast viability, ATP luminescence; active compounds read low; viability, % at 10 µM; 1.1% of 85,000 active; AID 719;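 active means viability at or below 50% in the single dose screen; inactive means viability above 50%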;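 further: compound exposure lasted 72 h before the ATP readout; 100% = median luminescence of untreated cell-only wells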
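Benchmarks: Cell-only wells, no compound | Test system: LL 47 human lung fibroblasts, passage 12 or lower | Input: 1,150 cells/well | Measured by: CellTiter-Glo luminescence measuring cellular ATP | Medium: IMEM, 15% FBS supplement | Schedule: Overnight attachment after seeding, then 72 h compound exposure at 37 °C | Doses: Compound addition at 0.1% DMSO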
ERa SRC1 pot – ER-alpha (human) coactivator binding potentiation | AID 639 | coactivator binding (% of control), % at 25.6 µM | TR-FRET ERalpha-LBD/SRC-Cy5 coactivator binding, 2 h; 100 = basal binding, no effect | P03372 | 1.3% of 86,000 active; in the data active means activity above about 200%;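 further: binding measured in presence of low estradiol as agonist stimulus; 0% = peptide alone without receptor and 100% = receptor with peptide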
CYP2C19 inhib – blocks human cytochrome P450 2C19; 21% of 96,000 active; P33261; CYP2C19 Supersomes, luciferin-H EGE luminescence, 30 min; AID 778; inhibition, % at 5 µM;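 active means CYP2C19 inhibition above a set limit at 5 µM in the primary screen, cut at about 50% in these data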;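 further: plate controls were negative control wells for no effect and 2.5 mM tranylcypromine positive control for full effect; values of inactives mirror those of a sister screen read the other way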
H69AR inhibit – growth inhibitors of human H69AR lung tumor cells. H69AR lung tumor viability, ATP luminescence, 72 h; active compounds read low. 6% of 85,000 active. viability, % at 10 µM. AID 598;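 active means viability at or below 40%; inactive means viability above 40%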;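 further: multidrug resistant small cell line overexpressing MRP-1 efflux transporter; 100% = mean luminescence of untreated control wells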
CYP2C19 activ – increases human CYP2C19 enzyme activity | recombinant CYP2C19, luciferin-H EGE luminescence; active compounds read high; 0 = fully inhibited enzyme, 1 = untreated enzyme | activation factor at 5 µM | 96,000 tested, under 10 active;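 active means activation factor of at least 2 at 5 µM in the primary screen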;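 further: 0 = wells with 2.5 mM tranylcypromine and 1 = vehicle-only wells; values of inactives mirror those of a sister screen read the other way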
HUVEC prolif 384 – human endothelial cell proliferation inhibition; viability, % at 10 µM (by protocol); AID 648; HUVEC proliferation, CellTiter-Glo luminescence, 72 h; active compounds read low; 1.1% of 86,000 active;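 active means viability at or below 30%; inactive means viability above 30%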;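 further: 100% = median luminescence of DMSO-only cell control wells on each plate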
CD11b adhes inh – inhibitors of human CD11b/CD18 binding to fibrinogen; P05107+P11215; K562 CD11b/CD18 adhesion to fibrinogen, ATPlite luminescence; Mn2+ added to activate the integrin; inhibition, % at 10 µM; 0.54% of 93,000 active; AID 1497;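 active means primary inhibition of 50% or more at 10 µM, then 40% or more on retest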; further: some results filed as inactive read as strong as hits
ERa coact inh – blocks coactivator binding to human estrogen receptor alpha. P03372. TR-FRET ER-alpha LBD / SRC-1 peptide, estradiol-bound. inhibition, % at 25.6 µM. 1.7% of 86,000 active. AID 629; in the data active means inhibition above about 50%;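 further: 0% = receptor plus peptide control and 100% = peptide only without receptor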
An asterisk follows results filed as active; nt = not tested or not shown; [ ] = remark or other dose.

SMILES	Mac1 fbg enh	Fibroblast inh	ERa SRC1 pot	CYP2C19 inhib	H69AR inhibit	CYP2C19 activ	HUVEC prolif 384	CD11b adhes inh	ERa coact inh
O=C(C1CC1)N1CCc2cc(S(=O)(=O)N3CCOCC3)ccc21	nt	104.3	84.6	13.5	95.9	0.9	98.3	nt	6.2
Cc1cc2ncn(-c3ncnc4sc(C)c(C)c34)c2cc1C	1.6	110.9	113.2	91.4*	86.1	0.1	94.2	1.5	2.4
Cc1ccnc(NC(=O)c2cccs2)c1	nt	95.7	94.6	25.8	84.0	0.7	93.2	nt	-10.3
Cc1cc(C)nc(Sc2c(C)nn(-c3ccccc3)c2C)n1	-1.5	105.8	104.1	91.3*	88.4	0.1	97.0	3.4	-3.9
CCN1CCN(CCNC(=O)c2cn(C(C)c3ccccc3F)nn2)CC1 (stereo not drawn)	0.8	100.1	130.5	-15.2	98.2	1.2	102.8	13.2	4.2
CC(=O)C1C(=O)c2c(cccc2[N+](=O)[O-])C1=Nc1ccccc1C (stereo not drawn)	-2.7	90.4	89.9	12.1	87.9	0.9	84.5	-6.2	4.0
Cc1ccc(CNC(=O)c2ccc(NS(=O)(=O)c3c(C)noc3C)cc2)cc1	0.5	nt	nt	3.6	nt	1	nt	-13.1	nt
CC(C)(C)OC(=O)N1CCC(c2c(C(=O)O)cnn2-c2ccccc2)CC1	-6.1	106.8	104.3	-15.7	96.2	1.2	99.3	2.1	-10.6
c1ccc(Sc2ncnc3c2oc2ccccc23)cc1	nt	86.2	78.7	4.1	89.2	1	87.4	nt	4.6
O=C(NCCCN1CCOCC1)c1ccc(CNS(=O)(=O)c2ccc(F)cc2)cc1	-8.2	97.8	109.3	8.0	91.9	0.9	94.5	-2.7	1.1
COc1ccccc1CNC(=O)C1CC(=O)N(c2ccc(C)c(C)c2)C1 (stereo not drawn)	-2.1	91.6	95.8	57.9*	90.3	0.4	83.7	-2.0	22.7
O=C(c1ccco1)N1CCCC(c2ccccc2)C1 (stereo not drawn)	4.3	101.8	96.7	29.4	104.4	0.7	101.1	4.0	-10.0
Cc1nnc(C)n1N1C(=O)c2cccc3cccc(c23)C1=O	-3.0	97.4	107.5[fluorescence artefact?]	62.4*	65.4	0.4	98.2	0.0	-30.2
O=C(CCCn1c(=S)[nH]c2ccccc2c1=O)NCc1ccco1	1.0	91.0	109.6	6.8	78.2	0.9	90.0	-7.1	2.1
CCOCCOC(=O)c1ccc(-n2cncn2)nc1	0.1	102.0	110.7	61.3*	98.6	0.4	92.2	0.4	0.6[fluorescence artefact?]
COc1ccc(NC2=NC(=S)N(c3cccc(C)c3)C23CCCCC3)cc1	1.9	nt	nt	2.2	nt	1	nt	4.8	nt
CC(=O)NC(=O)c1nnn(Cc2ccccc2)c1NC(C)=O	-5.6	96.9	89.0	-6.3	96.2	1.1	104.3	-1.8	17.3
Cc1ccc(N=CC2=C(O)CC(c3ccco3)CC2=O)cc1 (stereo not drawn)	5.5	103.9	105.7	3.8	97.5	1	95.0	-6.1	-2.9
O=C(CCNS(=O)(=O)c1ccc(Cl)cc1)N1CCC2(O)CCCCC2C1 (stereo not drawn)	-2.2	92.1	116.8	-8.9	nt	1.1	95.5	12.4	-7.4
CCOc1cc(CNc2ccc(O)cc2)cc(Br)c1OCc1ccccc1F	-5.8	nt	nt	33.5	nt	0.7	nt	35.5	nt
C(=N\n1cnc2ccccc21)/c1cccnc1	-8.2	96.8	97.2	-10.0	94.6	1.1	91.3	8.7	-5.3
O=C(NCc1ccccc1)c1noc2c1CCCC2	1.8	89.8	117.9	1.7	62.1	1	91.2	-14.6	-1.1
COc1ccc(S(=O)(=O)N2CCN(CC(=O)Nc3ccc(C)c(F)c3)CC2)cc1	2.1	104.7	117.4	81.9*	4.9*	0.2	99.2	-0.3	-6.7
Cc1nc2sccn2c1P(c1c(C)nc2sccn12)c1c(C)nc2sccn12	3.6	94.6	109.6[fluorescence artefact?]	72.3*	76.6	0.3	92.4	13.6	-7.2
CC(=O)Nc1sc2c(c1C(c1ccc(F)cc1)N1CCOCC1)CCCC2 (stereo not drawn)	-1.2	nt	nt	19.2	nt	0.8	nt	-9.5	nt
Cn1c(C(=O)NCCCN2CCCCCC2)cc2c(=O)n(C)c3ccccc3c21	4.8	75.5	120.4	11.0	65.0	0.9	81.7	-19.9	53.3*[fluorescence artefact?]
Cn1ncc(C#N)c1/N=C/N1CCCCC1	4.4	93.9	111.8	-16.3	91.1	1.2	88.9	-5.6	-6.6
CCOc1cc(C2c3c(n[nH]c3C)C(=O)N2c2ccc(Br)cc2)ccc1O (stereo not drawn)	-1.1	95.8	96.1	81.0*	80.0	0.2	81.1	-12.6	6.0
CN1CCc2c(sc3c2C(=O)NC(c2cccs2)N3)C1 (stereo not drawn)	8.7	120.9	47.2[fluorescence artefact?]	14.4	96.9	0.9	94.1	-7.5	28.5[fluorescence artefact?]
COc1ccc(S(=O)(=O)c2ccc(OC)c(OC)c2)cc1OC	-1.0	96.0	125.4	79.1*	102.7	0.2	98.6	-2.8	5.4
CCOC(=O)CCn1c(=O)c2c(nc(Br)n2Cc2ccccc2)n(C)c1=O	-2.6	106.0	119.3	60.0*	100.6	0.4	91.7	-10.1	-4.4
O=C(Cc1ccc(Cl)cc1Cl)OCC(=O)c1ccc[nH]1	-4.0	nt	nt	13.7	nt	0.9	nt	-4.6	nt
CN(C(=O)c1ccccc1Cl)c1ccccc1	nt	96.9	99.6	nt	80.8	nt	92.5	nt	-12.5
Cc1ccc(S(=O)(=O)N(C)CC(=O)O/N=C(\N)c2ccc([N+](=O)[O-])cc2)cc1	0.6	99.2	113.3	-7.0	76.2	1.1	100.1	-2.4	-1.1
COc1cccc(C(c2nnnn2Cc2ccco2)N2CCN(c3cccc(C)c3C)CC2)c1OC (stereo not drawn)	-4.4	88.5	88.0	55.5*	93.9	0.4	95.9	1.5	-42.0
CC(NC(=O)c1ccnc(C(C)(C)C)c1)c1ccccc1 (stereo not drawn)	-5.0	95.4	97.8	55.6*	104.1	0.4	105.0	-32.5	-11.4
COCCCN(C)C1CCN(C(=O)Nc2ccc(F)cc2)CC1	-4.8	98.7	139.5	-22.9	92.9	1.2	98.4	4.6	-11.5
COc1ccc(CC(=O)Nc2cccc(/C(C)=N/NC(=O)c3cccc([N+](=O)[O-])c3)c2)cc1	6.9	nt	nt	1.2	nt	1	nt	1.7	nt
COc1ccc2c(c1)c(=O)oc1cc3occ(C(C)(C)C)c3cc12	5.7	58.5	105.1	10.5	12.8*	0.9	40.2	-23.7	39.7
CCn1c(Cc2cccn2C)nnc1SCC(=O)c1ccc(C)cc1	1.1	94.7	100.2	46.7	108.9	0.5	91.1	-1.0	-1.2
Cn1c(NC(=O)c2ccc(Cl)cc2)c(-c2ccccn2)c(=O)c2ccccc21	2.5	nt	nt	15.9	nt	0.8	nt	19.3	nt
CCOC(=O)CC1C(=O)NCCN1Cc1cccc(C(F)(F)F)c1 (stereo not drawn)	3.1	107.3	115.2	55.2*	92.5	0.4	111.9	-2.0	-8.9
Nc1c(C(=O)NCc2ccc(Cl)cc2)sc2nc3c(c(C(F)(F)F)c12)CCC3	-2.6	nt	nt	15.8	nt	0.8	nt	8.7	nt
CC(=O)Nc1ccc(OCC(O)Cn2nc(C)nc2C)cc1 (stereo not drawn)	-0.7	104.6	117.4	2.9	98.3	1	96.0	-20.2	-43.4
COC(=O)c1cc(NC(=O)c2nccnc2C(=O)O)cc(C(=O)OC)c1	-5.4	91.2	122.6	-18.9	94.8	1.2	103.4	-6.1	3.8
Nc1nc(-c2cccnc2)nn1S(=O)(=O)c1ccccc1	nt	101.0	94.1	nt	90.5	nt	96.3	nt	0.8
Cc1ccc(OCC2Cn3c(nc4c3c(=O)[nH]c(=O)n4C)O2)cc1 (stereo not drawn)	-1.1	nt	nt	-15.0	nt	1.1	nt	-24.2	nt
O=C(Nc1ccc(N2CCCCC2)cc1)c1cccnc1	0.9	107.9	89.8	31.5	55.0	0.7	112.1	8.4	-3.2
CCC(C)(C)NC(=O)C(c1cccn1C)N(C(=O)Cn1nnc2ccccc21)c1ccccc1OC (stereo not drawn)	0.5	95.3	111.7	-1.5	86.0	1	91.4	4.8	-7.0
COc1ccc(C(=O)NCCc2cn3ccc(C)cc3n2)cc1	-2.5	108.8	137.1	74.6*	85.5	0.3	105.8	-10.8	-7.8

Five entries from above, arranged by formula weight, falling:
SMILES	Mac1 fbg enh	Fibroblast inh	ERa SRC1 pot	CYP2C19 inhib	H69AR inhibit	CYP2C19 activ	HUVEC prolif 384	CD11b adhes inh	ERa coact inh
CCC(C)(C)NC(=O)C(c1cccn1C)N(C(=O)Cn1nnc2ccccc21)c1ccccc1OC (stereo not drawn)	0.5	95.3	111.7	-1.5	86.0	1	91.4	4.8	-7.0
COC(=O)c1cc(NC(=O)c2nccnc2C(=O)O)cc(C(=O)OC)c1	-5.4	91.2	122.6	-18.9	94.8	1.2	103.4	-6.1	3.8
Cc1ccc(OCC2Cn3c(nc4c3c(=O)[nH]c(=O)n4C)O2)cc1 (stereo not drawn)	-1.1	nt	nt	-15.0	nt	1.1	nt	-24.2	nt
COc1ccc(C(=O)NCCc2cn3ccc(C)cc3n2)cc1	-2.5	108.8	137.1	74.6*	85.5	0.3	105.8	-10.8	-7.8
Nc1nc(-c2cccnc2)nn1S(=O)(=O)c1ccccc1	nt	101.0	94.1	nt	90.5	nt	96.3	nt	0.8

The list goes on.
SMILES	Mac1 fbg enh	Fibroblast inh	ERa SRC1 pot	CYP2C19 inhib	H69AR inhibit	CYP2C19 activ	HUVEC prolif 384	CD11b adhes inh	ERa coact inh
O=C(c1cccn2c(=O)c3ccccc3nc12)N1CCN(Cc2ccc3c(c2)OCO3)CC1	-2.1	93.6	116.6	23.6	50.0	0.8	97.5	-3.0	1.5
CCn1cc(C(=O)OCC(=O)Nc2cc(S(=O)(=O)N(C)C)ccc2C)c(=O)c2ccc(C)nc21	3.7	nt	nt	18.4	nt	0.8	nt	2.0	nt
COc1ccc(S(=O)(=O)Cc2ccc(C(=O)N3CCC(C(N)=O)CC3)o2)cc1	0.0	106.0	124.0	-19.9	95.3	1.2	106.1	5.1	-3.1
COC(=O)c1cc(OC)c(OC)cc1NC(=O)c1ccco1	-0.6	98.5	118.9	16.7	66.3	0.8	97.7	4.4	-7.7
CCOc1c(CNCCNC(=O)c2nonc2N)cccc1OC	-1.9	102.7	78.8	73.8*	91.8	0.3	105.3	2.0	7.1
Cc1ccc(S(=O)(=O)CCC(=O)c2ccc(O)cc2O)cc1	-0.2	86.9	71.7	69.5*	1.0*	0.3	86.8	1.0	9.2
Cc1c(C(=O)N2CCCCC2)oc2ccc(S(=O)(=O)N3CC(C)CC(C)C3)cc12 (stereo not drawn)	-6.3	nt	nt	8.0	nt	0.9	nt	65.3	nt
CC1CCN(C(=O)CSc2nc3ccccc3c(=O)n2Cc2ccc3c(c2)OCO3)CC1	nt	103.6	114.4	62.0*	77.0	0.4	110.0	nt	6.5[fluorescence artefact?]
Cc1ccc2oc(=O)c3cc(C(=O)N4CCN(C(=O)c5ccco5)CC4)sc3c2c1	nt	94.2	97.4	nt	86.7	nt	105.2	nt	2.9
COc1cc2[nH]c(=O)n(Cc3ccc(C(=O)NC4CCCC4)cc3)c(=O)c2cc1OC	0.0	68.0	104.8[fluorescence artefact?]	2.6	50.0	1	77.3	-1.4	5.8
N#CCSc1nc2cc(C(=O)N3CCC(C(N)=O)CC3)ccc2c2nc3ccccc3n12	-3.4	98.8	70.4[fluorescence artefact?]	-3.6	63.2	1	85.5	-0.2	4.2

An unsorted share of the library; about 26% have a hit in one of these screens.
